RAD54 branch: inhibitors of human RAD54 branch migration; 0.14% of 360,000 active; RAD54 Holliday junction branch migration, FAM/BHQ fluorescence; inhibition, % at 10.4 µM; Q92698;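 active = mean normalized replicate activity at least 40 and at least half of replicates scoring 40 or more; inconclusive = only one of the two criteria met; inactive = mean below 40 and under half of replicates reaching 40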;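 also: 0% = median of neutral control wells and 100% = median of positive control wells; inhibitors cause a drop in the FAM fluorescence signal; in these data hits start at about 50%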
esBAF inh: inhibitors of esBAF chromatin remodeling in mouse ES cells; Bmi1-luciferase knock-in reporter, 24 h; 100% = twice the neutral-well signal; reporter increase, % at 12.5 µM; 2% of 350,000 active; AID 602393; in the data active = activation above about 40%; inconclusive = no clear call, values can overlap the other calls;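 also: 0% = median of the plate's neutral control wells and 100% = double that signal; a rise in the Bmi1 reporter signal indicates esBAF inhibition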
RAD52 anneal inh: inhibitors of human RAD52 DNA annealing | P43351 | recombinant RAD52 DNA annealing, FRET fluorescence | inhibition, % at 18.7 µM | 0.46% of 360,000 active | AID 651710;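 active = every replicate showing at least 50% inhibition; inconclusive = mean inhibition at least 50% but not in every replicate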
Casp6 inh: blocks human caspase-6 cleavage activity | purified caspase-6, Z-VEID-R110 cleavage fluorescence | inhibition, % at 12.5 µM | 0.53% of 350,000 active | AID 686996;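 active = mean inhibition across replicates at least about 35%, with every replicate also reaching that limit, limit read from the data; inconclusive = only one of the two criteria met; inactive = neither criterion met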;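 also: 0% = median of neutral control wells and 100% = no fluorescence left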
E-selectin induc: induces E-selectin expression in human endothelial cells. P16581. HUVEC E-selectin immunofluorescence imaging; normalized: neutral wells 0, TNF-alpha wells 100. activation, % at 7.58 µM. 0.37% of 260,000 active. AID 686992;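 active = mean E-selectin-positive cell signal at least 10% of the positive control, reached in at least 60% of replicates, without over 20% cell loss; inconclusive = no rule given, readout overlaps actives, possibly toxicity-flagged; inactive = the rest, including those meeting only one limit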;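 also: in these data hits start at about 27%; measured in HUVEC primary endothelial cells; signal is the percent of cells scored E-selectin positive by PE staining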
Target sequence (P16581 whole entry, looked up): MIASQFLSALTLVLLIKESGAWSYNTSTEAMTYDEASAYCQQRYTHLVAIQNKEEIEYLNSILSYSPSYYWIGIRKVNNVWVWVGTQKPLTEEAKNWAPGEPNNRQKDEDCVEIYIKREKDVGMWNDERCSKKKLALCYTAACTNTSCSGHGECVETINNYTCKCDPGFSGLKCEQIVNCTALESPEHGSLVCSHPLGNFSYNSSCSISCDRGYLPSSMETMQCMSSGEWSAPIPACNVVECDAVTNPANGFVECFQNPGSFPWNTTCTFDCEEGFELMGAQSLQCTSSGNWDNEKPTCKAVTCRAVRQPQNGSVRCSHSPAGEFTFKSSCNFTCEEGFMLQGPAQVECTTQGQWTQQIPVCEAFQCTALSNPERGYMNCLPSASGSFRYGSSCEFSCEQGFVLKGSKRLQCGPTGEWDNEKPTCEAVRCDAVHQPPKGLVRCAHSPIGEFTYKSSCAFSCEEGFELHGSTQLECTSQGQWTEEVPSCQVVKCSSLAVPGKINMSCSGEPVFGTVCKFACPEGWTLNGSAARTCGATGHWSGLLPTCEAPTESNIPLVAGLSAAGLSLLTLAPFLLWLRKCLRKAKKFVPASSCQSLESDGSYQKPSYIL
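Test system – human umbilical vein endothelial cells (HUVEC), E-selectin induction · Input – 3,000 HUVEC seeded per well · Buffer or medium – EGM-2, gelatin · Compound dosing – single-point compound dose · Detection – immunofluorescence imaging · Measure – percent E-selectin-positive cells · Controls – TNF-alpha high, DMSO low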
ERp5 inh: inhibitors of human ERp5; Q15084; ERp5 insulin aggregation, absorbance 650 nm, 90 min; inhibition, % at 9.99 µM; 0.05% of 350,000 active; AID 651711;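 active = mean replicate inhibition above about 25%, with every replicate also reaching it, limit read from the data, passing the limit was not always enough; inconclusive = only one of those two criteria met; inactive = neither criterion met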
Target sequence (Q15084 whole entry, looked up): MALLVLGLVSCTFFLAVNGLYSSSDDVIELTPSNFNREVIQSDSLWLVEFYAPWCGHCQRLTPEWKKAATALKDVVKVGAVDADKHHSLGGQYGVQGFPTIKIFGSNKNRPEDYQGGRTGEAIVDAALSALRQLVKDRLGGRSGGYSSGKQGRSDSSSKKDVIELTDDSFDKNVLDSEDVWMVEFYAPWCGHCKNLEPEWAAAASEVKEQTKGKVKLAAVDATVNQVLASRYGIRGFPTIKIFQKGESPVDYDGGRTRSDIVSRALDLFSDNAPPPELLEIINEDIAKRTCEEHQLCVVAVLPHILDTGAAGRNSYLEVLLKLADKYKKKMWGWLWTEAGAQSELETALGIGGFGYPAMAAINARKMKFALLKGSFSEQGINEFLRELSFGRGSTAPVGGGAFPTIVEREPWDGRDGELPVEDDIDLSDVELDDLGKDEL
PglD inh: inhibitors of Campylobacter jejuni PglD acetyltransferase | purified PglD enzyme, DTNB colorimetric CoA detection | inhibition, % at 12.5 µM | 0.098% of 360,000 active | AID 602405; in the data active = inhibition above about 16%, passing the limit was not always enough; inconclusive = no clear call, values can overlap the other calls; also: strong numbers were not always called active
ARNT-TACC3 inh: disrupts binding between human ARNT and TACC3. Q9Y6A5. AlphaScreen His-ARNT PAS-B/GST-TACC3 binding, luminescence; TACC3 fragment carries E629A point mutation. inhibition, % at 9.99 µM. 0.66% of 390,000 active. AID 623870;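 active = mean inhibition of replicates at least 50% and at least half of replicates each reaching 50%; inconclusive = half or more replicates reach 50% but mean below 50%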;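 also: 0% = complete ARNT plus TACC3 wells and 100% = ARNT alone without TACC3; many hits fall short of the cut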
* marks the source's active call; other numbers are inactive results.

Screening Cc1cccc(C(=O)Oc2ccccc2-c2nnco2)c1 returned RAD54 branch 1, esBAF inh 12, PglD inh 0 and ARNT-TACC3 inh 17.
COC(=O)C[C@H]1CC[C@H]2[C@H](COc3ccc(NC(=O)c4cc(C)on4)cc3C(=O)N2C)O1 was read as RAD54 branch -3, esBAF inh -5, RAD52 anneal inh -22, Casp6 inh 0, E-selectin induc 0.0, ERp5 inh -3, PglD inh 0 and ARNT-TACC3 inh -9.
`Cc1c(NC(=O)/C(=C\c2ccccc2)NC(=O)c2ccccc2)c(=O)n(-c2ccccc2)n1C` gave RAD54 branch 2, esBAF inh -10, PglD inh 4 and ARNT-TACC3 inh -4.
`O=C(CSCC(=O)OCn1nnc2ccccc2c1=O)Nc1ccc(Cl)cc1` gave RAD54 branch -14, esBAF inh 3, PglD inh 7 and ARNT-TACC3 inh 0.
For CSCC(=O)Nc1ccc(F)c(Cl)c1 the results were RAD52 anneal inh -5, Casp6 inh -3, ERp5 inh 6 and ARNT-TACC3 inh -1.
`COc1cccc2c(SCC(=O)N/N=C/c3ccc(O)cc3O)cc(C)nc12` gave esBAF inh 5, RAD52 anneal inh -12, Casp6 inh -4, ERp5 inh -58 and ARNT-TACC3 inh -4.
`Cc1ccc(C(C2=C(O)CC(C)(C)CC2=O)C2C(=O)CC(C)(C)CC2=O)s1` (centres undefined) gave RAD54 branch -3, E-selectin induc -1.0, PglD inh 1 and ARNT-TACC3 inh -3.
Screening COc1cccc(C#Cc2ccc3c(c2)O[C@H](CN(C)S(=O)(=O)c2ccccc2F)[C@@H](C)CN([C@@H](C)CO)S3(=O)=O)c1 returned RAD54 branch 7, esBAF inh 11, RAD52 anneal inh -15, Casp6 inh 3, E-selectin induc 0.4, ERp5 inh 3, PglD inh 2 and ARNT-TACC3 inh -1.
For CC(C)(C)c1cc[n+](CC(=O)Nc2cc(C(F)(F)F)ccc2N2CCOCC2)cc1 the results were RAD52 anneal inh 13, Casp6 inh -1, ERp5 inh 3 and ARNT-TACC3 inh 3.
Screening COC(=O)c1ccc(C2NC(=O)NC(C)=C2C(=O)N(C)C)cc1 (centres undefined) returned RAD54 branch -12, esBAF inh -7, PglD inh 7 and ARNT-TACC3 inh -6.
CCN(C(=O)COC(=O)c1ccc(=O)n(Cc2ccccc2)n1)C1CCS(=O)(=O)C1 (centres undefined) was read as RAD54 branch -6, esBAF inh -3, RAD52 anneal inh -11, Casp6 inh 1, ERp5 inh 2, PglD inh 7 and ARNT-TACC3 inh -6.
Cc1ccc(S(=O)(=O)N2CCCC2CNC(=O)C(=O)Nc2ccc(F)cc2F)cc1 (centres undefined) was read as RAD54 branch 2, esBAF inh 3, RAD52 anneal inh -44, Casp6 inh -8, E-selectin induc 2.2, ERp5 inh 0, PglD inh 1 and ARNT-TACC3 inh 3.
Screening CNC[C@@H]1OCCCC[C@@H](C)Oc2ccc(NC(=O)CCCN(C)C)cc2C(=O)N([C@@H](C)CO)C[C@H]1C returned RAD54 branch -10, esBAF inh -8, RAD52 anneal inh -66, Casp6 inh -44, E-selectin induc 0.1, ERp5 inh -2, PglD inh 2 and ARNT-TACC3 inh 0.
Cc1cc(Nc2ccc(C)c(C)c2)n2ncnc2n1 was read as RAD54 branch -2, esBAF inh -2, RAD52 anneal inh -63, Casp6 inh -4, E-selectin induc 0.2, ERp5 inh -1 and PglD inh 3.
For N#Cc1ccccc1NC(=O)c1ccc2c(c1)OCO2 the results were RAD54 branch -1, esBAF inh 27, RAD52 anneal inh 10, Casp6 inh 0, ERp5 inh 2, PglD inh 2 and ARNT-TACC3 inh 0.
Screening Oc1ccc(C[C@H]2CNCCN2CC2CCCCC2)cc1 returned RAD54 branch -1, esBAF inh -10, RAD52 anneal inh -1, Casp6 inh 0, E-selectin induc -0.2, ERp5 inh 0, PglD inh 0 and ARNT-TACC3 inh -3.
`CC1CCN(C(=O)CN(CCc2ccccc2)S(C)(=O)=O)CC1` gave RAD54 branch -8, esBAF inh -6, E-selectin induc -0.8, PglD inh -1 and ARNT-TACC3 inh -4.
For Cc1cnc(C(=O)OCC(=O)Nc2cccc(Cl)c2)cn1 the results were RAD54 branch -9, esBAF inh -3, PglD inh 6 and ARNT-TACC3 inh -18.
COc1ccc(/C=C/C(=O)N2CCCC2)cc1OC was read as esBAF inh -4, RAD52 anneal inh -9, Casp6 inh 1, E-selectin induc 0.3 and ERp5 inh -3.
`CNC[C@@H]1Oc2ccc(NC(=O)Nc3ccc(F)cc3)cc2CC(=O)N([C@H](C)CO)C[C@@H]1C` gave RAD54 branch 6, esBAF inh -3, RAD52 anneal inh -4, Casp6 inh -1, E-selectin induc 0.8, ERp5 inh 1, PglD inh -3 and ARNT-TACC3 inh -22.
For COc1ccccc1NC(=S)NCc1cccnc1 the results were RAD52 anneal inh 1, Casp6 inh -1, E-selectin induc -1.9, ERp5 inh 2 and ARNT-TACC3 inh -11.
`CN1C(=O)c2cc(NC(=O)NCc3ccccc3)ccc2OC[C@H]2O[C@H](CC(=O)NCC3CCCCC3)CC[C@@H]21` gave RAD54 branch 1, esBAF inh 3, RAD52 anneal inh -2, Casp6 inh -5, E-selectin induc 0.1, ERp5 inh -2 and PglD inh 6.
Screening c1ccc(C2(CN3CCNC[C@H]3Cc3cccc4ccccc34)CC2)cc1 returned RAD54 branch 7, esBAF inh 2, RAD52 anneal inh -7, Casp6 inh 7, ERp5 inh 7, PglD inh -4 and ARNT-TACC3 inh 30.
CC(=O)N1C[C@H]2CON(C)[C@H]2C[C@H]1c1ccc(-c2ccc(C#N)cc2)cc1 was read as RAD54 branch -5, esBAF inh 0, RAD52 anneal inh -19, Casp6 inh -3, ERp5 inh -7 and PglD inh -2.
CC(=O)Nc1ccc(NC(=O)C(C)Sc2nc3nc(C)cc(C)n3n2)cc1 (centres undefined) was read as RAD54 branch 10, esBAF inh 1, RAD52 anneal inh -11, Casp6 inh -1, E-selectin induc 0.3, ERp5 inh 4, PglD inh 3 and ARNT-TACC3 inh 2.
For O=C1CN(S(=O)(=O)c2ccccc2)C[C@@H]2[C@H](c3ccc(Br)cc3)[C@@H](CO)N12 the results were RAD52 anneal inh -16, Casp6 inh 1, E-selectin induc 0.1 and ERp5 inh 3.
`OC1(c2ccccc2)CNCCc2ccccc21` (centres undefined) gave RAD54 branch 2, esBAF inh 2, RAD52 anneal inh -5, Casp6 inh -4, E-selectin induc inconclusive, ERp5 inh 2, PglD inh 3 and ARNT-TACC3 inh -8.
CC(C)(C)c1cccc(C2(O)C(=O)c3ccccc3C2=O)c1O was read as esBAF inh -9, RAD52 anneal inh -8, Casp6 inh 2, ERp5 inh 3 and ARNT-TACC3 inh -2.
COc1cccc(NC(=O)C2CCCN(S(=O)(=O)c3cccc4nonc34)C2)c1 (centres undefined) was read as RAD52 anneal inh -19, Casp6 inh -1, ERp5 inh -4 and ARNT-TACC3 inh 8.
`C=C(CO)C1Cc2cc(C(C)=O)ccc2O1` (centres undefined) gave RAD54 branch 5, esBAF inh -1, RAD52 anneal inh 1, Casp6 inh 8, ERp5 inh 0, PglD inh 4 and ARNT-TACC3 inh -2.
O=C(COc1cccnc1[N+](=O)[O-])N1CCc2ccccc2C1 was read as RAD52 anneal inh 6, Casp6 inh 1, E-selectin induc 0.5, ERp5 inh -2 and ARNT-TACC3 inh -22.
For CC(=O)N(C)C[C@H]1Oc2ncc(C#Cc3ccccn3)cc2C(=O)N([C@H](C)CO)C[C@@H]1C the results were RAD54 branch 0, esBAF inh -13, RAD52 anneal inh -19, Casp6 inh -3, E-selectin induc 0.0, ERp5 inh 6, PglD inh 10 and ARNT-TACC3 inh 3.
O=S(=O)(C/C(=C/CO)S(=O)(=O)c1ccccc1)c1ccccc1 was read as RAD54 branch 0, esBAF inh -53, PglD inh -4 and ARNT-TACC3 inh -6.
`C[C@@H]1CCCCO[C@H](CN(C)S(=O)(=O)c2ccc(F)cc2)[C@H](C)CN([C@@H](C)CO)C(=O)c2cc(NC(=O)c3ccccc3)ccc2O1` gave RAD54 branch 2, esBAF inh 7, RAD52 anneal inh -19, Casp6 inh 7, E-selectin induc 0.1, ERp5 inh 2, PglD inh -3 and ARNT-TACC3 inh 2.
For O=C(CN(Cc1ccccc1Cl)C(=O)c1csnn1)NCc1ccc(F)cc1 the results were RAD54 branch -2, esBAF inh 5, RAD52 anneal inh 0, Casp6 inh 1, ERp5 inh 0, PglD inh -5 and ARNT-TACC3 inh 5.
`O=C(C1CCCCC1)N1C[C@H]2[C@@H](c3ccccc31)[C@H](CO)N2C(=O)c1ccccc1F` gave RAD54 branch 6, esBAF inh -6, RAD52 anneal inh -4, Casp6 inh 1, E-selectin induc 0.1, ERp5 inh 4, PglD inh -3 and ARNT-TACC3 inh -4.
`O=C(NC1CCCCC1)N1CC(=O)N2[C@H](CO)[C@@H](c3ccc(-c4ccncc4)cc3)[C@H]2C1` gave RAD52 anneal inh 2, Casp6 inh -1, E-selectin induc -0.1 and ERp5 inh 7.
Screening Nc1nc(CN2CCN(c3ccc(F)cc3)CC2)nc(N2CCCc3ccccc32)n1 returned RAD54 branch 20, esBAF inh -2, E-selectin induc -1.2, PglD inh 3 and ARNT-TACC3 inh 3.
For c1ccc2c(c1)ccc1[nH]c3c(c12)CCCC3 the results were RAD54 branch 3, esBAF inh 9, RAD52 anneal inh 1, Casp6 inh 6, E-selectin induc 0.5, ERp5 inh 1, PglD inh -5 and ARNT-TACC3 inh 3.
`Cc1[nH][nH]c(=O)c1C(c1ccc(-c2ccc(C(=O)O)cc2)o1)c1c(C)[nH][nH]c1=O` gave esBAF inh 0, RAD52 anneal inh -16, Casp6 inh 9, E-selectin induc -0.5, ERp5 inh 0 and ARNT-TACC3 inh 72*.
Screening COc1ccc(C(=O)N/C(=C\c2ccco2)C(=O)NCCCn2ccnc2)cc1 returned RAD54 branch 2, RAD52 anneal inh -13, Casp6 inh -17, ERp5 inh -1, PglD inh 0 and ARNT-TACC3 inh 19.
Screening COCCNC(=O)[C@@H]1[C@@H](CO)[C@@H]2Cn3c(ccc(-c4ccccc4F)c3=O)[C@H]1N2S(C)(=O)=O returned RAD54 branch -1, esBAF inh -5, RAD52 anneal inh 12, Casp6 inh 0, E-selectin induc 0.5, ERp5 inh 3, PglD inh -9 and ARNT-TACC3 inh -4.
`CC(=O)c1ccc(N2CCN(C(=S)Nc3ccccc3C(F)(F)F)CC2)cc1` gave RAD52 anneal inh -27, Casp6 inh 0, ERp5 inh -6 and ARNT-TACC3 inh 0.
O=C(CSc1nc2c(cnn2-c2ccccc2)c(=O)[nH]1)N1CCOCC1 was read as RAD54 branch 5, esBAF inh -5, PglD inh 2 and ARNT-TACC3 inh -25.
CCC(=O)NC[C@@H]1N[C@@H](CO)[C@H]1c1ccc(C2=CCCC2)cc1 was read as RAD54 branch 0, esBAF inh 3, E-selectin induc 0.1, PglD inh -2 and ARNT-TACC3 inh -14.
Screening c1ccc(N2CCN(Cc3cnc(N4CCOCC4)s3)CC2)cc1 returned RAD54 branch -3, esBAF inh 2, RAD52 anneal inh -8, Casp6 inh -7, E-selectin induc 1.8, ERp5 inh -2 and PglD inh 0.
For O=C(Nc1cc(Cl)cc(Cl)c1)N[C@@H]1CC[C@H](CCNS(=O)(=O)c2cccc(F)c2)O[C@H]1CO the results were RAD54 branch 0, esBAF inh 6, RAD52 anneal inh -30, Casp6 inh 1, E-selectin induc -0.4, ERp5 inh -3 and PglD inh 1.
